Screening data (PubChem BioAssay)
mcGAS lum: cyclic GMP-AMP synthase inhibitors, mouse, primary biochemical chemiluminescence. recombinant cGAS, Kinase-Glo ATP depletion luminescence. inhibition, % at 12.5 µM. hit rate 0.15% among 160,000. AID 1259399, 2018;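 also: 0% = negative control wells and 100% = reference inhibitor with no enzyme activity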
hcGAS inh: Primary biochemical luminescence assay for human cyclic GMP-AMP synthase inhibitors; Q8N884; recombinant h-cGAS, ATP depletion, Kinase-Glo luminescence; inhibition, % at 12.5 µM; hit rate 0.081% among 290,000; AID 1259398, 2018;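 also: 0% = vehicle reaction and 100% = reaction without DNA for no activity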
Target sequence (Q8N884 whole entry, looked up): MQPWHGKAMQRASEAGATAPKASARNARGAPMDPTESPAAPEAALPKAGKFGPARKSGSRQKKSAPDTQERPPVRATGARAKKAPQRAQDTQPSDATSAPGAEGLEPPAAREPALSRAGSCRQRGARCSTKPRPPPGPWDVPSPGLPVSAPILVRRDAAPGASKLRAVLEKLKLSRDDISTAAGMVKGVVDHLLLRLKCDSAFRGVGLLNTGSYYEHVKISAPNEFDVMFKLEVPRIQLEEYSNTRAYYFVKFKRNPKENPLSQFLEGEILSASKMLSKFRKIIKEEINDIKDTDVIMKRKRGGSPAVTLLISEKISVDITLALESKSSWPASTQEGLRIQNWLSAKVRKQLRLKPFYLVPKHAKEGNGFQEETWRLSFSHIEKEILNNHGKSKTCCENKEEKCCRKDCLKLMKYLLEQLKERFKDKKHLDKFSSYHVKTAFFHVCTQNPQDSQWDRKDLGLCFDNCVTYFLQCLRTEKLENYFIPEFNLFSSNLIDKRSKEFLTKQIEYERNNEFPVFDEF
NPYLR7 ag: agonists of mosquito NPYLR7 receptor, primary screen, cell-based, Aedes aegypti, calcium fluorescence, mosquito biting behavior; Aedes aegypti neuropeptide Y-like receptor 7 (NPYLR7); HEK293T NPYLR7/Galpha15, GCaMP6s calcium fluorescence; activation, % at 10 µM; hit rate 0.15% among 270,000; AID 1259423, 2018; in the data active = activation above about 40%;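 also: 0% = vehicle and 100% = reference agonist at the receptor; some compounds past the cut are filed as inactive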
Numbers without * were called inactive; . = no result given; & = joins results of further samples. Rule as the data show it, unless noted: active = inhibition above about 40%; inactive = the rest.

SMILES	mcGAS lum	hcGAS inh	NPYLR7 ag
COc1cccc(C=C2N=C(c3ccccc3F)OC2=O)c1	.	2.7	7.2
Fc1cccc(F)c1-c1csc(NC2CC2)n1	.	-0.3	0.0
C=CCn1c(COc2ccc3ccccc3c2)nc2ccccc21	.	-6.3	2.2
O=C(Nc1nnc(-c2ccc3c(c2)OCO3)s1)C1CCCN1C(=O)C12CC3CC(CC(C3)C1)C2 (stereo not drawn)	-4.8	-4.2	16.3
CN(Cc1ccccc1O)C(=O)C1CCCCN1Cc1ccncc1 (stereo not drawn)	.	19.1&7.7	5.9&-23.5
COc1ccccc1N1CCN(C(=O)c2sc3ccccc3c2Cl)CC1	-4.9	-0.1	0.4
Cc1noc(C)c1CCC(=O)N1CCC2(CC1)OCCCC2O (stereo not drawn)	2.2	8.9	.
COCCN(CC(=O)N1CC(=O)N(c2ccc(Cl)cc2)C1)C(=O)c1ccc(C(F)(F)F)cc1	-4.1	-9.8	25.5
CN(C(=O)c1ccccc1OCC(N)=O)c1ccccc1	.	-0.7	-0.1
CN(CCc1cn[nH]c1)C(=O)c1cccc(CC2CCNCC2)c1	-11.4	-5.5	3.4
O=C1/C(=C/c2ccc(-c3ccc(Cl)c(Cl)c3)o2)C=C(c2ccccc2)N1c1ccc(F)cc1	-3.6	-4.5	-0.9
CCn1c(C2CCCN(C(=O)c3ccc(Cl)c(F)c3)C2)nn(C)c1=O (stereo not drawn)	-12.9	-5.9	8.0

One compound at a time (already shown):
CCn1c(C2CCCN(C(=O)c3ccc(Cl)c(F)c3)C2)nn(C)c1=O (stereo not drawn) across the screens: mcGAS lum = -12.9; hcGAS inh = -5.9; NPYLR7 ag = 8.0
COCCN(CC(=O)N1CC(=O)N(c2ccc(Cl)cc2)C1)C(=O)c1ccc(C(F)(F)F)cc1 across the screens: mcGAS lum = -4.1; hcGAS inh = -9.8; NPYLR7 ag = 25.5

The list continues:
SMILES	mcGAS lum	hcGAS inh	NPYLR7 ag
O=c1c2cc3c(=O)n(-c4ccccc4Cl)ccc3nc2ccn1CCN1CCOCC1	.	-1.5	1.2
CCN1CCN(Cc2nc(N)nc(N3CCCCC3)n2)CC1	-5.9	-5.1	4.4
CCC1=NN(C(=O)c2cccnc2)C(O)(C(F)(F)F)C1 (stereo not drawn)	.	-7.1	2.4
CCC(NC(=O)c1cn(Cc2ccccc2F)nn1)c1ccncc1 (stereo not drawn)	.	-1.8	6.2
CC(C)(C)c1nnc2sc(=S)[nH]n2c1=O	.	0.1	1.2
CCC(C)Nc1n[nH]c(=S)s1 (stereo not drawn)	.	-0.6	-2.3
COc1ccc(S(=O)(=O)N=C2C=CC(=NS(=O)(=O)c3ccc(OC)cc3)C(Cl)=C2)cc1	.	10.2	9.0
CN(CCC(O)c1ccccc1)C(=O)c1cc(COc2cccc3cnccc23)on1 (stereo not drawn)	-2.0	-8.1	-3.6
CCOC(=O)CN(CC(=O)NC(=O)Nc1ccc(C)cc1C)C(C)C	-16.3	-8.9	13.3
O=C(OCc1ccccc1)N1C[C@H](Oc2ccccn2)[C@H]2C[C@@H]1CC[C@H]2N1CCOCC1	-4.0	2.4	0.5
Cc1nnc(SCC(=O)Nc2ccc(F)cc2)n1C1CCCCC1	.	-9.8	14.4
CCc1nc(-c2ccccc2)nc(N2CCN(C(=O)N(C)C)CC2)c1Cc1cccc(Cl)c1	-7.5	-3.3	7.3

Some entries already given, showing only NPYLR7 ag:
| Molecule | NPYLR7 ag |
| --- | --- |
| COc1ccc(S(=O)(=O)N=C2C=CC(=NS(=O)(=O)c3ccc(OC)cc3)C(Cl)=C2)cc1 | 9.0 |
| CCN1CCN(Cc2nc(N)nc(N3CCCCC3)n2)CC1 | 4.4 |
| Cc1nnc(SCC(=O)Nc2ccc(F)cc2)n1C1CCCCC1 | 14.4 |
| CCc1nc(-c2ccccc2)nc(N2CCN(C(=O)N(C)C)CC2)c1Cc1cccc(Cl)c1 | 7.3 |
| O=C(OCc1ccccc1)N1C[C@H](Oc2ccccn2)[C@H]2C[C@@H]1CC[C@H]2N1CCOCC1 | 0.5 |
| CCC1=NN(C(=O)c2cccnc2)C(O)(C(F)(F)F)C1 (stereo not drawn) | 2.4 |

Remaining list, next part.
SMILES	mcGAS lum	hcGAS inh	NPYLR7 ag
CCOC(=O)c1c(NC(=O)c2cccs2)sc(C(=O)Nc2ccccc2C(F)(F)F)c1C	-1.9	-5.7	-8.4
COc1cc(CN2CCN(Cc3c(F)cccc3Cl)CC2CCO)cc(OC)c1 (stereo not drawn)	.	-2.0	6.6
CCCCCn1c(SCc2ccc(Cl)cc2)nc2c1c(=O)[nH]c(=O)n2C	-9.0	-5.1	1.8
O=C(C1CCS(=O)(=O)C1)N1CCNCC1 (stereo not drawn)	.	-1.7	8.1
CC(C)c1nccc(CN2CCC(Cc3nnc(CO)n3C)CC2)n1	-10.5	-6.4	32.2
COc1cc(C2=N/C(=C\c3coc4ccccc4c3=O)C(=O)O2)cc(OC)c1OC	.	2.6	0.2
CSc1nnc(CC2CCN(C(=O)c3c(C)cc(=O)oc3C)CC2)n1C	-10.5	-4.9	16.3
CC(NC(=O)c1cn(Cc2ccccc2Cl)nn1)c1cnn(C)c1 (stereo not drawn)	-8.5	0.1	2.3
C=CCNC(=O)N1CCN(C(C(=O)NCCc2ccccc2)C2CCCC2)CC1 (stereo not drawn)	-5.0	-4.0	-9.3
Cc1nnc(SCC2CCN(C(=O)OC(C)(C)C)C2)s1 (stereo not drawn)	.	-11.0	3.5
O=S(=O)(NCCc1csc2nc(-c3cccc(F)c3)nn12)c1ccc(Cl)s1	1.5	8.3	-4.4
O=C(N1CCc2c(nc[nH]c2=O)C1)C1(Cn2cccn2)CC1	.	-3.3	1.2
O=C(Nc1nnc(SCc2cccc(OC(F)(F)F)c2)s1)C1CCCCC1	-2.5	-3.8	3.9
CN=c1scc(-c2ccc(OC(F)F)cc2)n1N=Cc1ccccc1F	.	-6.4	-4.7
CCOC(=O)CCC(=O)Nc1nnc(SCCCOc2ccccc2)s1	-0.7	1.0	4.1
CC(C)CN(Cn1nc(-c2ccccc2)n(-c2ccc(F)cc2)c1=S)C1CCS(=O)(=O)C1 (stereo not drawn)	-8.5	-7.7	1.5
Cc1c(Cl)cccc1N=Cc1nc(-c2ccccc2)oc1O	-3.2	-6.5	7.0
COC(=O)Cn1nnc2sc3c(c2c1=O)CCC(C)C3 (stereo not drawn)	.	10.5	4.5
CNC(=O)c1noc(CN2CCOC(c3ccc(Cl)cc3)C2)n1 (stereo not drawn)	-13.4	-4.0	8.6
CCCCCCCCC(=O)Nc1c(-c2ccc(OC)cc2)nc2ccccn12	-8.6	-8.7	-4.5
Cc1c(Cl)cccc1NC(=O)CSc1nc(=O)n(CCCN(C)C)c2c1CCC2	0.2	2.7	15.0
COc1ccc(-n2nc([N+](=O)[O-])c(=Nc3ccc(Br)cc3)n2O)cc1	-6.3	6.1	-6.6
Cn1c(-c2cc3c(s2)CCC(C(C)(C)C)C3)n[nH]c1=S (stereo not drawn)	.	-6.7	3.1
O=C(/C=C/c1ccc(Cl)cc1Cl)Nc1nc2ccccc2s1	.	-3.8	-5.3
CCN(CC)C(=O)Oc1ccc2c(ccn2Cc2cccc(Oc3ccccc3)c2)c1-c1ccc(OC)c(OC)c1	-0.6	-0.4	-7.6
CN(C)c1ccc(/C=C/c2cc[n+](C)n2C)cc1	-2.7	-2.2	-1.2
COc1cc(C)ccc1S(=O)(=O)NC(=O)C1(C)CCN1C(=O)C1(c2ccc(Cl)cc2)CCC1 (stereo not drawn)	.	-11.7	0.6
Cc1nc(CNC(=O)N(Cc2ccccc2F)C2CC2)cs1	.	-13.3	4.5
O=C(NCc1ccccn1)c1nn(-c2cccc(C(F)(F)F)c2)c(=O)n(Cc2ccc(F)cc2)c1=O	0.8	3.1	.
COc1ccc2c(c1)C(C)(Cc1ccc(C(=O)c3ccccc3)cc1)C(=O)N2 (stereo not drawn)	-2.2	3.3	3.9
CCc1csc(CNC(=O)[C@@H](N)CC2CCCCC2)n1	-18.1	-6.0	5.2
CC(=O)C1=C(c2ccc(C)cc2)N(C(C)=O)n2c(nnc2-c2ccccc2)S1	.	-6.6	7.1
O=C(CSc1nc2[nH]ncc2c(=O)[nH]1)Nc1cccc([N+](=O)[O-])c1	.	-3.4	-3.0
COc1ccccc1N1CCN(C(=O)CCCSc2nnc(-c3ccccc3Cl)n2-c2ccccc2)CC1	-4.0	-7.1	6.6
COc1cc(CC(=O)N2CCN(S(=O)(=O)c3cc(F)ccc3F)CC2)ccc1C	.	-4.6	16.5
OC1CCCN(c2ccnc(N3CCc4c([nH]c5ccccc45)C3)n2)C1 (stereo not drawn)	-11.9	-2.6	3.1

Among those listed so far, these have a CF3 group.
SMILES	mcGAS lum	hcGAS inh	NPYLR7 ag
COCCN(CC(=O)N1CC(=O)N(c2ccc(Cl)cc2)C1)C(=O)c1ccc(C(F)(F)F)cc1	-4.1	-9.8	25.5
CCC1=NN(C(=O)c2cccnc2)C(O)(C(F)(F)F)C1 (stereo not drawn)	.	-7.1	2.4
CCOC(=O)c1c(NC(=O)c2cccs2)sc(C(=O)Nc2ccccc2C(F)(F)F)c1C	-1.9	-5.7	-8.4
O=C(Nc1nnc(SCc2cccc(OC(F)(F)F)c2)s1)C1CCCCC1	-2.5	-3.8	3.9
O=C(NCc1ccccn1)c1nn(-c2cccc(C(F)(F)F)c2)c(=O)n(Cc2ccc(F)cc2)c1=O	0.8	3.1	.

Back to the main list; the 2 compounds before the break are reprinted first.
SMILES	mcGAS lum	hcGAS inh	NPYLR7 ag
COc1cc(CC(=O)N2CCN(S(=O)(=O)c3cc(F)ccc3F)CC2)ccc1C	.	-4.6	16.5
OC1CCCN(c2ccnc(N3CCc4c([nH]c5ccccc45)C3)n2)C1 (stereo not drawn)	-11.9	-2.6	3.1
C=CC[C@@H]1CC=C[C@@H](C)N1Cc1nc(-c2ccc(F)cc2)oc1C	-12.1	-10.5	15.4
CCCCNC(=O)c1ccc2nc(C)c(N(CC)CC)n2c1	-1.6	-8.9	-5.9
CCOc1ccc(OCCCOc2ccccc2Br)cc1	.	-4.3	0.7
CCNC(=O)N1[C@@H](c2ccccc2)[C@@H](C(=O)OCC)C[C@]12CCCCN(CCOC)C2=O	-7.2	-8.8	2.8
O=C(NCc1ccccc1OC1CCC1)NCC1CCCC1O (stereo not drawn)	.	-6.2	6.3
CN(C(=O)CN1CCN(c2c3c(nc4ncnn24)CCC3)CC1)c1ccccc1	-8.9	-4.2	2.5
CCc1ccc(-c2c(-c3ccccc3)ncn2CCS(C)(=O)=O)nc1	.	-5.1	-7.5
Cc1cc(C(=O)N2CCc3ccccc3C2c2ccccc2F)c(C)o1 (stereo not drawn)	-8.4	-7.2	-1.9
CC1CCc2c(sc3nc(Cc4ccccc4)nc(N4CCN(C(=O)C(C)(C)CCl)CC4)c23)C1 (stereo not drawn)	-1.6	-0.5	8.8
CCN(CC)S(=O)(=O)c1ccc(C)c(NC(=O)C2=NNC(=O)CC2)c1	.	-3.7	1.3
COC(=O)C1(C(=O)N2CCNC(=O)C2c2ccc(F)cc2)CC1 (stereo not drawn)	-14.1	-6.7	-0.7
Cn1cc(S(=O)(=O)N2CCCCCC2)cc1C(=O)N1CCC2(CC1)OCCO2	-5.8	-5.5	.
CNC(=O)[C@H]1C[C@@H]2O[C@H]1[C@H]1CN(Cc3nccn3C)C[C@H]1[C@@H]2O	-4.6	0.3	3.8
O=c1oc2ccc(Br)cc2cc1-c1nnc(Nc2cccc(C(F)(F)F)c2)s1	.	-3.6	-9.1
O=S(=O)(Nc1cccnc1)c1ccc(Br)s1	.	-4.7	-2.0
O=C1CCC(C(=O)N2CCN(Cc3ccc(-c4noc(-c5ccccc5)n4)cc3)CC2)=NN1	-8.2	-7.0	4.7
Cc1csc2nc(COC(=O)CCCN3C(=O)NC4(CCCC4)C3=O)cc(=O)n12	-5.3	-2.8	11.1
O=C1c2ccccc2S(=O)(=O)N1c1ccc(F)cc1	.	-6.0	5.6
COCCNC(=O)C1(C)CCN(Cc2ccccc2C#N)C1 (stereo not drawn)	-4.8	-8.8	7.8
Cc1ccc(-c2c(C)sc3nc(CN4CCN(C5CCS(=O)(=O)C5)CC4)[nH]c(=O)c23)cc1 (stereo not drawn)	.	-5.1	8.3
CCOC(=O)c1nn(CCCc2ccccc2)c2c1CN(C(=O)c1n[nH]c3c1CCCC3)CC2	-3.7	0.8	17.5
CC(CN=C1CC(=O)OC12CCCCC2)N=C1CC(=O)OC12CCCCC2 (stereo not drawn)	.	-4.7	10.8
O=C(c1cccc2ccnn12)N(Cc1ccccn1)CC1CCCO1 (stereo not drawn)	.	-4.2	6.3
CC(COCC(F)(F)F)Nc1ncc(Br)cn1 (stereo not drawn)	.	-0.9	-2.9
Cc1cc(C(=S)N=P(N(C)C)(N(C)C)N(C)C)c(C)n1-c1ccccc1	.	-6.0	-7.3

Random draw from the library. Share with any hit: about 0.29%.
